# AHR act: AHR activators, primary screen, cell-based, luminescence, luciferase reporter, human; AHR-responsive luciferase reporter cells; activation, % at 5 µM; 320,000 compounds, 2.5% hits; in the data active = activation above about 47%;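 note: 0% = vehicle wells and 100% = reference agonist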
# Target sequence (P35869 whole entry, looked up): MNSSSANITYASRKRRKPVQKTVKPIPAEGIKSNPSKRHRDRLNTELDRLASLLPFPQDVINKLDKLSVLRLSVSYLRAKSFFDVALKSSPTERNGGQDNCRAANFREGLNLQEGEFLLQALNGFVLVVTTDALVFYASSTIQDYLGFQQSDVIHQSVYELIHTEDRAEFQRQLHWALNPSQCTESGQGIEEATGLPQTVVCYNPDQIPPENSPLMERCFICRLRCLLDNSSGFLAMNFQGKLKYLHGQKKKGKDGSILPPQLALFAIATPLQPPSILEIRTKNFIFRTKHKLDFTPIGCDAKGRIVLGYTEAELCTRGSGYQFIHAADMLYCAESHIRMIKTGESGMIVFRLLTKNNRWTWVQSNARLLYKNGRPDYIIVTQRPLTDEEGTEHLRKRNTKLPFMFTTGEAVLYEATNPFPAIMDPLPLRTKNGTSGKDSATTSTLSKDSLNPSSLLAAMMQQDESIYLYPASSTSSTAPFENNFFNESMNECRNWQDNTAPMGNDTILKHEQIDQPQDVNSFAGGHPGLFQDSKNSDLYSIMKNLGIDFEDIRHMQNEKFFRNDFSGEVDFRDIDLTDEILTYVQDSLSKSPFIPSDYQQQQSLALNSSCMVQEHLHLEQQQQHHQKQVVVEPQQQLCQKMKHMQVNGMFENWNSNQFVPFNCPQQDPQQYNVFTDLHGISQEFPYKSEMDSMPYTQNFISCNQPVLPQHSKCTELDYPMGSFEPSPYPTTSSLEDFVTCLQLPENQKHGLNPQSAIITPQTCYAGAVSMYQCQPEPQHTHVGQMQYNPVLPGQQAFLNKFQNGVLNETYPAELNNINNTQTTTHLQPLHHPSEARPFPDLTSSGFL
# GLD-1 TGE inh: GLD-1/TGE RNA complex disruptors, primary screen, biochemical, fluorescence polarization; Female germline-specific tumor suppressor gld-1 (Caenorhabditis elegans), Q17339; purified GLD-1 + fluorescein TGE RNA; inhibition, % at 5.96 µM; 320,000 compounds, 0.44% hits; AID 2280, 2010;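 active = percent inhibition above a per-plate cutoff, the plate mean of test compounds plus 3 SD, cut at about 30% in these data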;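 note: 0% = DMSO wells with GLD-1 and probe and 100% = wells lacking GLD-1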
# PAFAH1B2 FP inh: PAFAH1B2 enzyme inhibitors, primary screen, biochemical, fluorescence polarization, human; Platelet-activating factor acetylhydrolase IB subunit alpha2 (Homo sapiens), P68402; inhibition, % at 3.39 µM; 340,000 compounds, 1.2% hits; recombinant PAFAH1B2, FP-rhodamine activity probe;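 active = inhibition above the mean of all tested compounds plus 3 SD, cut at about 24% in these data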;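 note: 0% = enzyme with DMSO and 100% = wells lacking PAFAH1B2; many of its hits are not listed in these tables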
# pPAFAH inh: pPAFAH enzyme inhibitors, primary screen, biochemical, fluorescence polarization, human; Platelet-activating factor acetylhydrolase (Homo sapiens), Q13093; recombinant pPAFAH, FP-rhodamine probe fluorescence polarization; inhibition, % at 3.39 µM; 330,000 compounds, 1.5% hits; AID 463082, 2010;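 active = inhibition above the mean inhibition across the screen plus 3 SD, cut at about 25% in these data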;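 note: inhibitors block binding of the rhodamine activity-based probe so polarization drops; 0% = enzyme with DMSO and 100% = wells lacking pPAFAH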
# BCLXL inh: inhibitors of human Bcl-xL, primary screen, biochemical, fluorescence polarization, HTS; inhibition, % at 10.9 µM; GST-Bcl-xL / FITC-Bim BH3 peptide fluorescence polarization; Bcl-2-like protein 1 (Homo sapiens), Q07817; 320,000 compounds, 0.7% hits;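 active = inhibition above the mean of all tested compounds plus 3 SD, cutoff set per campaign, cut at about 30% in these data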;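 note: 0% = DMSO wells and 100% = unlabeled Bim-BH3 peptide competitor; inhibitors lower millipolarization by displacing the labeled peptide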
# MEX-5 binding: MEX-5 zinc finger RNA-binding disruptors – biochemical, C. elegans, fluorescence polarization, MLPCN library, primary screen | activity score (negative = inhibition of binding), % at 10 µM | 300,000 compounds, 0.38% hits | MEX-5/FITC-TCR2 RNA binding; hits give low values | AID 1832, 2009 | Zinc finger protein mex-5 (Caenorhabditis elegans), Q9XUB2;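 active = inhibition past about -25% in most replicates, and total fluorescence under double the plate's negative control median, limit read from the data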;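 note: 0% = DMSO and -100% = 5 µM competing unlabeled TCR2 RNA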
# Fam108B counter: mouse Fam108B serine hydrolase inhibitors, primary screen, counter-screen for RBBP9 inhibitor project, biochemical, fluorescence polarization; inhibition, % at 9.51 µM; 300,000 compounds, 0.33% hits; recombinant Fam108B, FP-Rh probe fluorescence polarization;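 active = inhibition above the screen mean inhibition plus 3 SD, computed separately per campaign, cut at about 18% in these data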;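 note: inhibitors lower polarization as less probe binds the enzyme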
# MCL1 BIM primary: inhibitors of MCL1 binding to BIM-BH3, primary screen, biochemical, fluorescence polarization; GST-MCL1 / FITC-Bim-BH3 fluorescence polarization; Induced myeloid leukemia cell differentiation protein Mcl-1 (Homo sapiens), Q07820; inhibition, % at 10.9 µM; 320,000 compounds, 0.68% hits;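 active = inhibition above the mean inhibition of all tested compounds plus 3 SD, set per campaign, cut at about 40% in these data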;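 note: 0% = DMSO wells and 100% = unlabeled Bim-BH3 peptide control; higher means more loss of mP so more displacement of Bim peptide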
# PME-1 inh: PME-1 inhibitors via competitive probe labeling, primary screen, biochemical, fluorescence polarization, FP-Rh probe, HTS; AID 2130, 2009; 320,000 compounds, 0.53% hits; inhibition, % at 5.9 µM; recombinant PME-1;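 active = inhibition above the campaign mean of all compounds plus 3 SD, cut at about 26% in these data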;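 note: competitive labeling of PME-1 active site by serine hydrolase directed probe; 0% = PME-1 with DMSO and 100% = wells lacking PME-1 enzyme; inhibitors block probe labeling so polarization falls and inhibition rises; many of its hits are not listed in these tables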
# * hit, by the source's call; · = not tested or not shown; & = joins results of further samples. Not all compounds are listed (hit frequency here may not be typical).
SMILES,AHR act,GLD-1 TGE inh,PAFAH1B2 FP inh,pPAFAH inh,BCLXL inh,MEX-5 binding,Fam108B counter,MCL1 BIM primary,PME-1 inh
CC(=O)NC1CC2CCCC(C1)N2Cc1ccc(C)cc1 (stereo unspecified),-0.5,0.1,2.4,2.8,7.5,2.8,2.0,12.1,3.2
N#Cc1ccc(CN2CCN(C(=O)c3cccc(S(=O)(=O)N4CCCCCC4)c3)CC2)cc1,-0.9,4.5,3.4,-0.5,-3.0,·,·,-4.0,17.9
COc1cc(C(=O)NNC(=O)c2ccc(S(=O)(=O)N3CCCCC3)cc2)cc(OC)c1OC,-0.2,10.0,1.6,7.9,2.2,0.0,-1.6,4.8,-0.3
Cc1ccc(CC(=O)O/N=C(\N)c2ccccn2)cc1,4.3,-6.8,5.1,11.8,1.0,-5.0,1.4,-9.9,-0.4
Cc1nc(NC(=O)c2ccc(Br)s2)sc1C(=O)N(C)C,4.8,5.5,4.0,-0.1,4.9,-0.9,-2.4,2.0,-4.1
COc1ccc(CNc2ncnc3sccc23)cc1,4.0,-2.1,4.6,1.4,-1.6,4.4,1.3,-3.8,-1.3
O=C(NC(Cc1ccccc1)C(=O)O)c1ccc(S(=O)(=O)N2CCOCC2)cc1 (stereo unspecified),-2.8,5.3,7.4,4.1,3.0,2.1,-1.5,-1.1,-1.6
COc1ccc(N2CCN(C(=O)c3ccc(Oc4ccc(C(F)(F)F)cn4)cc3)CC2)cc1,10.3,3.5,2.1,14.9,8.9,2.8,3.5,12.0,5.2
COc1ccc(-n2cc(CN3CCCC3)c(-c3cccc(F)c3)n2)cc1,5.6,-13.4,4.2,6.3,5.9,-1.6,-6.7,-4.3,-1.3
Cc1ccc(S(=O)(=O)N2CCN(C(=O)COC(=O)/C=C/c3ccccc3F)CC2)c(C)c1,-0.7,-3.6,0.0,9.0,-6.7,·,·,-0.7,4.8
Cc1ccccc1NC(=O)Nc1cc(S(N)(=O)=O)ccc1C,2.3,-1.3,4.2,1.0,0.5,3.4,-4.8,-2.4,-1.6
CCC(C)(C)NC(=O)c1cc([N+](=O)[O-])ccc1N1CCOCC1,-2.5,-8.8,0.1,4.9,1.6,-0.9,8.1,-4.9,1.4
COC(=O)c1ccccc1OCCOCCOc1cccc2cccnc12,1.9,2.0,1.1,-9.4,0.2,-0.4,-4.1,-11.2,-4.0
O=C(NCc1cccnc1)c1noc2c1CCCC2,16.0,5.1,4.3,1.1,0.9,0.1,-0.6,-0.1,-1.5
CCCCNc1c2c(nc3c(-c4ccccc4)c(C)nn13)CCC2,8.2,1.7,-0.1,2.6,4.5,-2.2,2.4,0.5,2.6
Cc1cc(N2CCOCC2)nc(N)n1,0.5,-5.6,1.9,-2.5,1.9,2.1,8.0,1.8,6.8
CC1=C(C(=O)OCc2ccc3c(c2)OCO3)C(c2ccc(O)c([N+](=O)[O-])c2)NC(=O)N1 (stereo unspecified),3.8,-4.2,4.9,0.2,5.7,0.7,4.7,6.4,4.6
N#C/C(=C(/O)CSc1n[nH]c(N)n1)c1nc2ccccc2[nH]1,7.0,17.4,1.2,6.2,7.5,0.4,1.0,5.5,-0.1
Cc1ccc(NC(=O)NCCCl)cc1S(=O)(=O)N1CCOCC1,4.6,6.2,4.0,3.9,0.7,3.6,-5.9,4.6,-1.4
Cc1nc2cc(S(=O)(=O)C(F)(F)F)ccc2s1,-1.2,-0.5,4.6,5.2,1.1,-0.9,1.0,-1.4,-1.1
Cc1nc(-c2nc(-c3c(C(=O)NNC(=O)Nc4ccccc4)noc3C)cs2)cs1,-0.1,1.9,5.1,1.6,5.0,4.4,1.9,8.4,5.5
CCc1nc(N[C@H](C(=O)O)C(C)CC)c2oc3ccccc3c2n1 (stereo partly specified),4.0,5.5,0.3,2.2,1.8,-0.2,4.1,6.2,3.9
COCCCNC(=O)Cn1nnc(-c2ccc(NC(=O)c3ccc(F)cc3)cc2)n1,-5.6,-1.1,-8.1,-0.4,1.5,-1.9,-9.2,1.2,-15.2
Cc1cccc(OCC(=O)Nc2nnc(S(=O)(=O)N3CCC(C)CC3)s2)c1,-1.4,-0.5,27.2*,0.9,-0.9,3.3,-2.6,-0.4,-5.4
CCC1CCCCN1C(=O)CCNC(=O)Cn1cnc2ccccc2c1=O (stereo unspecified),-0.8,6.5,4.4,5.0,3.1,1.0,-2.2,13.1,2.0
# Next part.
SMILES,AHR act,GLD-1 TGE inh,PAFAH1B2 FP inh,pPAFAH inh,BCLXL inh,MEX-5 binding,Fam108B counter,MCL1 BIM primary,PME-1 inh
COc1ccc(CCCNC(=O)C2CCC(=O)N(CCCN3CCCC3=O)C2)cc1 (stereo unspecified),-2.3,4.6,-3.3,7.7,-2.9,3.6,-0.5,1.1,-1.9
COc1ccc(Cc2nnc(NC(=O)Nc3cccc(OC)c3)s2)cc1,17.1,0.7,-2.7,-0.9,-1.3,0.0,-7.1,0.0,-11.6
CCc1sc(C(=O)Nc2ccc(F)cc2C)cc1C,-3.6,7.4,-2.2,3.4,0.1,1.0,-2.0,8.7,4.8
COc1ccc(NC(=O)CN(c2ccc([N+](=O)[O-])cc2)S(=O)(=O)c2ccccc2)c(OC)c1,9.1,6.7,-3.3,3.1,6.5,1.4,1.1,7.2,1.8
CN(CC(O)CN1CCOCC1)S(=O)(=O)O (stereo unspecified),0.3&0.2,4.5&2.4,1.2,3.6&4.9,5.0&-0.4,2.0&-1.7,-5.5&-3.6,7.8&-1.5,-1.7&5.1
Cc1ccc(N(C(=O)c2csnn2)C(C(=O)NC2CCCCC2)c2cccnc2)c(C)c1 (stereo unspecified),-2.9,4.0,-1.8,6.5,4.8,-0.4,-1.0,2.2,0.2
Cc1ccc(Nc2nnc(SCC(=O)NCCN3C(=O)CSC3=O)s2)cc1,9.4,-9.3,6.0,-4.6,-1.0,0.4,-0.5,-11.4,5.8
Cc1ccc(NC(=O)COc2ccccc2C=O)cc1Cl,-3.4,4.4,2.1,-1.8,0.5,0.6,-6.4,-3.5,-6.2
CCCc1nc(SCC(N)=O)[nH]c(=O)c1CC,-1.0,10.7,2.2,1.8,6.9,-1.8,0.1,3.5,10.0
CN1C(C(=O)NCc2ccc(OC(F)(F)F)cc2)CC2Cn3c(nc4cc5ccccc5cc43)C21 (stereo unspecified),1.7,-3.8,3.6,-3.1,4.3,1.7,1.5,-6.2,4.0
CN(C)CCCCOc1ccccc1F,1.6,8.8,3.8,7.3,8.9,-5.5,1.6,5.0,-6.0
COc1ccccc1NC(=O)[C@H](COCc1ccccc1)NC(=O)OC(C)(C)C,13.7,-3.0,4.1,6.2,2.9,2.4,1.1,-1.8,8.3
Cc1cccc(CSC2=NN3CCCC(=O)N=C3S2)c1,2.4,-1.4,0.2,5.1,5.3,2.8,-4.0,-0.8,3.5
C=CCN=c1scc(-c2ccc(F)cc2)n1/N=C/c1ccccn1,47.9*,1.5,-3.5,8.7,4.2,0.8,1.9,-3.1,1.1
Cc1cc(C(=O)c2ccc(Cl)cc2)c(NC(=O)CCl)s1,8.7,8.0,1.3,1.1,-3.2,0.1,-9.7,-10.7,-9.6
O=C(/C=C/c1c(F)cccc1Cl)Nc1cccnc1,49.9*,-3.5,7.0,2.2,4.5,-1.4,-5.7,10.9,-3.9
CC1(c2nnc(Cc3ccccc3)o2)CC(c2ccccc2Br)=NO1 (stereo unspecified),1.6,7.2,7.5,3.2,3.6,3.2,-0.5,-4.3,0.9
Cc1ccc(Cc2nnc(SCC(=O)Nc3c(C)cccc3C)[nH]c2=O)cc1,0.3,-1.7,2.2,-1.7,6.6,-0.8,1.4,6.5,0.1
CCOC(=O)N1CCN(Cc2cn[nH]c2-c2ccc(-c3ccccc3)cc2)CC1,7.6,9.1,1.8,2.7,2.5,-4.9,4.2,-4.6,3.4
CCOC(=O)C1=C(O)C(=O)N(CCCn2ccnc2)C1c1ccc(OC)cc1 (stereo unspecified),0.2,3.7,·,-6.2,-1.4,0.3,-5.7,-8.9,-2.8
CCCCn1c(N)c(N(CC(C)C)C(=O)C(C)SCc2nc3sc(C)c(C)c3c(=O)[nH]2)c(=O)[nH]c1=O (stereo unspecified),0.4,-0.5,-0.6,-1.0,9.3,-14.0,4.6,6.3,-3.8
Nc1nc(-c2ccccc2)nn1S(=O)(=O)c1ccccc1,2.3,-1.0,9.0,7.0,8.8,-1.5,0.8,-2.7,4.7
CN(C1=NC(=O)C(CC(=O)Nc2ccc(Br)cc2)S1)c1ccc(O)cc1 (stereo unspecified),0.4,0.1,-2.2,1.3,3.6,0.4,-0.5,4.5,4.7
COc1ccc(NC(=O)COC(=O)C23CC4CC(CC(Cl)(C4)C2)C3)c(OC)c1,0.9,-1.6,14.2,-3.1,1.1,-0.6,-4.7,7.2,-0.9
CCOC(=O)c1[nH]c2ccc(OC)cc2c1NC(=O)c1ccc2c(c1)OCO2,15.7,3.8,4.0,5.0,3.1,-1.6,3.2,1.0,4.6

# Screens deposited in PubChem by several laboratories.
